Screening results: PubChem, Broad Institute
dFosB activator – activators of mouse delta FosB homodimer | purified delta FosB, TAMRA-CDK5 oligo fluorescence polarization; percent of positive-control signal above neutral wells | P13346 | 340,000 compounds, 0.99% hits | activation, % at 25 µM;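 active means mean activation above about 17%, with every replicate also reaching it, limit read from the data, passing the limit was not always enough; inconclusive means only one of the two conditions met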;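 further: fluorescence polarization rise as delta FosB binds a TAMRA Cdk5 AP-1 oligo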
PvdQ acylase – P. aeruginosa PvdQ acylase inhibition; purified PvdQ acylase, fluorescence plate reader; inhibition, % at 10 µM; 340,000 compounds, 0.063% hits; in the data active means inhibition above about 30%, passing the limit was not always enough; inconclusive means no clear call, values can overlap the other calls;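 further: 0% = vehicle neutral wells and 100% = reference inhibitor wells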
MITF TRPM1 HTS – activators of MITF-driven TRPM1 promoter activity in SK-MEL-5 cells; SK-MEL-5 TRPM1-promoter luciferase, 24 h; % of positive control, neutral wells = 0; activation, % at 12.5 µM; 300,000 compounds, 0.75% hits; AID 588334;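 active means mean activation of at least 80% with every replicate also reaching 80%; inconclusive means mean reaches 80% but some replicate falls short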;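 further: 0% = neutral control wells and 100% = parthenolide positive control wells; values of inactives mirror those of a sister screen read the other way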
CAL PDZ FP-1 – CAL PDZ (human) peptide binding inhibition | purified CAL PDZ, TMR-peptide fluorescence polarization, 1 h | inhibition, % at 24.9 µM | 300,000 compounds, 0.92% hits | AID 602252;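 active means mean inhibition of at least 30% with at least half of replicates also reaching 30%; inconclusive means no clear call, values can overlap the other calls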;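 further: 0% = DMSO neutral control and 100% = excess unlabeled competitor peptide PRC23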
CAL PDZ FP-2 – human CAL PDZ-peptide interaction inhibition. AID 504414. purified CAL PDZ, TMR-peptide fluorescence polarization, 1 h. inhibition, % at 20 µM. Q9HD26. 330,000 compounds, 0.02% hits;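 active means highest replicate inhibition of at least 40%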;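 further: plate controls were DMSO neutral control wells for no effect and unlabeled competitor peptide control wells for full effect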
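Material: tagged CAL PDZ protein CerCALP, purified; buffer or medium: sodium phosphate/NaCl buffer pH 7.4 with TCEP, IgG, Thesit; also added: fluorescent TMR peptide probe; schedule: 1 h incubation at room temperature before polarization reading; technique: fluorescence polarization from S- and P-plane intensities, G-factor corrected; control set: unlabelled peptide and DMSO controls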
SR-BI uptake up – activators of SR-BI mediated HDL lipid uptake. CHO ldlA[mSR-BI] cells, DiI-HDL uptake fluorescence, 3 h; 100 = double the neutral-control signal. activation, % at 12.5 µM. 320,000 compounds, 0.096% hits. AID 504775;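 active means mean replicate activation of at least 60% and every replicate at or above 60%; inconclusive means mean or all-replicate condition met, but not both; inactive means mean below 60% and not all replicates reaching 60%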;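 further: 0% = median plate neutral-control signal and 100% = twice that signal; values of inactives mirror those of a sister screen read the other way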
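Test system: SR-BI-overexpressing, LDLR-lacking CHO cells; Also added: labelled HDL, 10 µg/mL; Measured by: bottom-read cell fluorescence after medium removal, ex 550/em 595 nm; Timing: 3 h uptake period with compound, 37 °C; Buffer or medium: F12, 0.5% BSA, 25 mM HEPES; Doses: single compound concentration, delivered by pin transfer.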
SR-BI HDL uptake – blocks mouse SR-BI lipid uptake from DiI-HDL. Q61009. ldlA[mSR-BI] CHO cells, DiI-HDL uptake fluorescence, 3 h. inhibition, % at 12.5 µM. 320,000 compounds, 0.96% hits;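 active means mean replicate inhibition of at least 70% and a set share of replicates each scoring 70 or more; inconclusive means meets just one of the two criteria; inactive means fails both criteria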;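 further: 0% = median of neutral control wells and 100% = median of positive control wells; values of inactives mirror those of a sister screen read the other way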
Target sequence (Q61009 whole entry, looked up): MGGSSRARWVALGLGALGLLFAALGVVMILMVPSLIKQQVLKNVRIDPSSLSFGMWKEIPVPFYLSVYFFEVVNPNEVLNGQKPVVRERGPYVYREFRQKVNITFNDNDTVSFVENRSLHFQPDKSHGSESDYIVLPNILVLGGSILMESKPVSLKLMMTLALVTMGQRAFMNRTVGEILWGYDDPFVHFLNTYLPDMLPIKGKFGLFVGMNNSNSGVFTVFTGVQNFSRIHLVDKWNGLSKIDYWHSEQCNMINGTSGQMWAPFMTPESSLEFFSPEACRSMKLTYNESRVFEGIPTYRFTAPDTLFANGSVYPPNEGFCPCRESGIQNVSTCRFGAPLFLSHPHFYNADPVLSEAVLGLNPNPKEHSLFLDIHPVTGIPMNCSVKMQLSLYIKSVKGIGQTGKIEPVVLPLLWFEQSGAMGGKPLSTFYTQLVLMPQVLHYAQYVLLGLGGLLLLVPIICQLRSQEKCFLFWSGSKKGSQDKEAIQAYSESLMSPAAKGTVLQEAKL
NSD2 inh – inhibitors of human histone methyltransferase NSD2 | NSD2 peptide methylation, AlphaScreen, 120 min | inhibition, % at 12.5 µM | 310,000 compounds, 0.54% hits | AID 743445; in the data active means inhibition above about 50%
Rtt109 HAT inh – inhibitors of Candida albicans Rtt109/Vps75 histone acetyltransferase | purified Rtt109/Vps75, ThioGlo CoA-SH fluorescence, 4 h | AID 540336 | inhibition, % at 34.9 µM | Q5AAJ8 | 330,000 compounds, 0.16% hits;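 active means inhibition of at least 50% in every replicate; inconclusive means best replicate reaches 50% inhibition but some replicates fall short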
Target sequence (Q5AAJ8 whole entry, looked up): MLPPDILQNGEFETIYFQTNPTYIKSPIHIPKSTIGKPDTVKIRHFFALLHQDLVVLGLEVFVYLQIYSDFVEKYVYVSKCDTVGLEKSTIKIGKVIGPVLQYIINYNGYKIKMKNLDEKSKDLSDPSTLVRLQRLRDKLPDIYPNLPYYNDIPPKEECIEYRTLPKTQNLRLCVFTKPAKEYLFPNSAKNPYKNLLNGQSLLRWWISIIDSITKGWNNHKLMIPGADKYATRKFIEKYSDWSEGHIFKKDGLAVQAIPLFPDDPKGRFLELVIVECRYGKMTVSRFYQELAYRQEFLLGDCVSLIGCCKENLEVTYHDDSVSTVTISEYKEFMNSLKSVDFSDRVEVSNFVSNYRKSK
PfHsp90 set2 – reduces growth (ATP signal) of yeast expressing P. falciparum Hsp90 | S. cerevisiae expressing PfHsp90, BacTiter-Glo ATP, 48 h; yeast lacking PDR1 and PDR3 efflux regulators | inhibition, % at 9.4 µM | 310,000 compounds, 0.32% hits;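 active means every replicate shows inhibition above about 80%, whatever the replicate mean, limit read from the data; inconclusive means mean inhibition reaches the set limit but some replicate falls short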;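 further: 0% = DMSO neutral controls and 100% = 20 µM radicicol positive controls; yeast relying on Plasmodium falciparum Hsp90 in place of its own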
Active calls of the source: *; ? = inconclusive; nt = not tested or not shown.

PvdQ acylase	NSD2 inh	CAL PDZ FP-1	PfHsp90 set2	SR-BI HDL uptake	CAL PDZ FP-2	Rtt109 HAT inh	SR-BI uptake up	MITF TRPM1 HTS	dFosB activator	molecule
-20	-1	0	-22	-7	-1.6	-7	7	?	-13	COc1ccc(NC(=O)COc2ccc(/C=N/O)cc2OC)cc1
-10	1	-2	3	-8	-0.4	7	8	9	-4	Cc1ccc(OCCSc2nnc(C)c(=O)n2N)cc1
-6	1	0	-7	2	-1.5	-2	-2	-9	-5	Cc1ccc(S(=O)(=O)N2CCOCC2)cc1C(=O)NC1CCSc2ccccc21 (stereo unspecified)
-3	-5	-1	-15	-41	-0.1	-3	41	7	-1	CC(CC(=O)O)CC(=O)NNC(=O)c1cccc(Br)c1 (stereo unspecified)
6	2	-23	-13	-3	-2.4	4	3	12	-20	O=C(c1cc(-c2ccco2)on1)N1CCc2ccccc2C1
0	-2	1	1	42	-1.0	1	-42	-4	-13	Cc1c(N2C(=O)/C(=C\c3cccc4ccccc34)SC2=S)c(=O)n(-c2ccccc2)n1C
-6	4	-1	-2	2	-0.5	-1	-2	0	-11	CCOC(=O)CN1C(=N)N(c2nc(NC(C)C)nc(NC(C)C)n2)CC1=O
-10	-1	-1	9	-8	-1.1	-2	8	10	2	O=S(=O)(c1cc(Cl)ccc1Cl)N1CCCC1
-2	nt	-4	nt	40	0.4	-3	-40	-11	3	CC(C)=CCOc1ccc([C@@H]2COc3c(ccc4c3C=CC(C)(C)O4)C2)c(O)c1
11	-18	4	-8	nt	-0.4	15	nt	-12	-3	Cc1ccc(/C=N/NC(=S)Nc2cccc(S(=O)(=O)N(C)C)c2)o1
-10	4	-3	nt	10	-3.7	-6	-10	4	1	O=C(NCC(c1ccco1)N1CCCCC1)c1ccc(S(=O)(=O)Nc2ccccc2)cc1 (stereo unspecified)
-11	nt	0	3	2	-0.5	-9	-2	-7	5	CCOC(=O)C1C(C(=O)OC)=C(C2=CCCCC2)c2ccccc2N1S(=O)(=O)C(F)(F)F (stereo unspecified)
-30	nt	-3	-6	-4	0.2	-7	4	15	-4	CC(=O)Nc1ccc(SCCN2CC[C@@H](C)CCC2=O)cc1
-11	17	-6	7	-37	-0.7	4	37	-2	-7	COc1ccc(C(C)(C)C)cc1NC(=O)c1cc(S(=O)(=O)N(C)C)ccc1N1CCCC1
13	nt	-1	7	-13	-1.5	15	2	-2	5	C=CC[C@@H](CC(=O)N[C@H](CO)Cc1ccccc1)C(=O)N[C@H](COC(=O)[C@@H](CC=C)Cc1ccc(F)cc1)C(C)(C)C
0	4	0	-19	-2	1.4	-3	2	30	-6	COc1cc(/C=N/NC(=O)Nc2cccc3nsnc23)cc(OC)c1OC
-13	-1	1	-8	43	0.2	-5	-43	-15	-3	CN(C)S(=O)(=O)c1cccc(NC(=O)c2cc3c(cc2Cl)N2CCCCCC2=NS3(=O)=O)c1
10	nt	0	5	-10	0.4	-13	10	-11	1	COC(=O)CCCC1=CC2=C(c3ccccc3)C(=O)C(C)(OC(=O)C3CCCC3)C(=O)C2=CN1C(CO)CO (stereo unspecified)
-4	-4	-6	13	0	-1.9	0	0	14	-8	O=S(=O)(NCCSc1nnnn1-c1ccccc1)c1cccs1
-31	1	-21	11	-5	-2.3	4	5	-21	-7	CC(=O)c1c(O)c2ccccc2n(C)c1=O
-9	12	nt	11	-5	-0.7	2	5	7	2	O=C(CCS(=O)(=O)c1ccc2c(c1)NC(=O)CO2)NCCc1ccccc1
-10	2	-1	-7	-11	-2.5	2	11	0	-13	CN(C)c1ccc(P(=O)(Nc2cccc(C(F)(F)F)c2)N2CCOCC2)c(NC(=O)c2cccs2)c1 (stereo unspecified)
-4	1	nt	-30	-12	-3.0	2	12	-6	-11	Cc1ccc(-c2noc(CN3CCN(Cc4ccccc4)CC3)n2)cc1
-1	1	-3	nt	-12	-1.3	1	12	9	-6	CCOC(=O)C(=O)Nc1cc(C)on1
-3	1	-7	11	-15	-0.5	9	15	1	2	CCOCCCNC(=O)CCN1C(=O)c2ccccc2Sc2ncccc21
-10	3	-1	-6	-15	0.1	-1	15	-22	-1	O=C(CCl)N1CCN(C(=O)C2COc3ccccc3O2)CC1 (stereo unspecified)
-13	-1	64*	8	-10	0.1	-1	10	-2	3	Cc1cc(C(=O)NNC(=O)c2ccc(Cl)c(S(N)(=O)=O)c2)c(C)o1
-8	nt	3	-4	-28	nt	4	28	-7	8	COc1cc2c(cc1OC)C(c1ccncc1)CC(=O)N2 (stereo unspecified)
-7	2	-5	-24	-9	nt	0	9	2	-8	COc1cc(/C=N/NC(=S)NCCc2ccccc2)cc(OC)c1OC
2	0	2	-5	6	0.7	-5	-6	7	2	O=C(CSc1nnc(CNC(=O)c2ccc(F)cc2)o1)NCc1ccc(F)cc1
-15	-2	-5	nt	-7	-0.6	0	7	7	4	CCn1c(SC(C)C(=O)Nc2ccc3c(c2)OCCO3)nnc1C1CC1 (stereo unspecified)
2	1	-3	nt	-28	-2.9	24	28	-3	-3	Cc1cc(OCC(=O)OCC(=O)c2ccc[nH]2)ccc1Cl
-4	6	nt	14	-16	0.5	1	16	-6	-12	COC(=O)CNC(=O)c1cc(-c2ccncc2)nc2ccccc12
-15	-5	-1	20	-25	-2.2	-9	25	14	3	CCN(CC(=O)O)S(=O)(=O)c1cc(Cl)ccc1Cl
-8	-7	1	25	4	-1.4	-7	-4	8	5	COCCNC(=S)N1CCC(C(=O)c2ccc3c(c2)OCCO3)CC1
11	29	-4	7	-59	-1.0	-3	59	17	-1	CC(C)c1ccc(OCC(=O)NCCO)cc1

3 compounds already listed, arranged by the number in SR-BI HDL uptake, ascending:
canonical_smiles	SR-BI HDL uptake
CC(C)c1ccc(OCC(=O)NCCO)cc1	-59
COc1cc(/C=N/NC(=S)NCCc2ccccc2)cc(OC)c1OC	-9
COCCNC(=S)N1CCC(C(=O)c2ccc3c(c2)OCCO3)CC1	4

More entries follow:
PvdQ acylase	NSD2 inh	CAL PDZ FP-1	PfHsp90 set2	SR-BI HDL uptake	CAL PDZ FP-2	Rtt109 HAT inh	SR-BI uptake up	MITF TRPM1 HTS	dFosB activator	molecule
-5	-4	6	-7	27	0.4	9	-27	-4	-14	O=C(Nc1cccc(S(=O)(=O)C(F)F)c1)c1ccc(S(=O)(=O)N2CCCC2)cc1
-11	-4	0	17	nt	-1.8	0	nt	-4	2	COC(=O)COc1ccc(=O)n(-c2ccccc2)n1
-10	0	nt	10	-14	0.1	-8	14	-2	-7	CCOC(=O)c1cnc2nc(Cc3ccccc3)[nH]n2c1=O
-11	1	1	-12	2	0.1	-13	-2	-12	-6	CC(=O)Nc1ccc(N2CCOCC2)c(C(=O)Nc2cccc(C)c2)c1
-6	-2	-2	-8	9	-2.0	-6	-9	nt	-4	COc1ccc(-c2nnc(NC(=O)c3c(OC)cccc3OC)s2)cc1
-15	0	4	1	-5	-0.7	5	5	-6	-1	CSCCC(NC(=O)C1CC1)c1nc2ccccc2[nH]1 (stereo unspecified)
-8	nt	-6	3	10	-2.2	-4	-10	-7	-7	COc1ccc(NC(=O)Nc2cccc3c2O[C@H](CN(C)S(=O)(=O)c2cccs2)[C@@H](C)CN([C@H](C)CO)C3=O)cc1
-4	-1	-5	nt	-2	-1.9	-18	2	-3	-10	COc1cc(/C=C/C(=O)O)ccc1OS(=O)(=O)c1c(C)c(C)cc(C)c1C
-17	-8	0	-1	-14	-0.2	2	14	6	2	O=C(NCc1ccccc1)c1cccnc1N1CCOCC1
-20	-2	-2	0	-26	-2.0	-5	26	14	-4	COc1cccc(C(C(=O)NC2CCCC2)N(C(=O)c2ccco2)C2CC2)c1OC (stereo unspecified)
0	8	0	-3	1	-2.3	6	-1	7	-5	CN(Cc1ccccc1)C(=O)c1ccccc1NC(=O)C1=CSCCO1
15	7	-2	-2	6	-1.5	-3	-6	0	2	CSc1nc(N2CCOCC2)cc(N2CCOCC2)n1
-19	-18	-3	16	20	-2.0	-13	-20	13	1	Cc1[nH]c2ccccc2c1C(=O)CSc1ccc(Cl)cc1
20	-6	-1	-10	nt	-1.9	10	nt	9	-5	O=C(NCCc1ccc(Cl)cc1)c1ccc2ccccc2n1
4	4	-2	nt	-9	0.6	12	9	-16	-7	COC(=O)C1CCN(C(=O)COC(=O)Cc2c[nH]c3ccccc23)CC1
-1	-7	4	1	nt	-1.4	-5	nt	1	-3	Cc1nnc(SCC(=O)Nc2cccc(S(N)(=O)=O)c2)n1-c1ccccc1
-6	-2	nt	11	-12	-1.9	-12	12	nt	-5	Cc1nc2ccc(S(=O)(=O)c3ccc4nc(C)[nH]c4c3)cc2[nH]1
-5	0	nt	19	50	0.4	-10	-50	3	-3	Cc1c(F)cccc1NC(=O)c1ccc2c(c1)CCN2S(C)(=O)=O
3	0	-4	-7	2	-0.6	23	-2	9	-8	N#Cc1nc(COc2ccc(Br)cc2)oc1N1CCN(Cc2ccccc2)CC1
2	0	nt	-6	16	0.5	14	-16	-6	-6	CCCCOc1ccc(C(=O)NCC(=O)N2CCN(C(=O)c3ccco3)CC2)cc1
-10	0	-2	-19	1	-2.4	-16	-1	8	0	CN1CCN(C(=O)/C(=C/c2cccs2)NC(=O)c2cccs2)CC1
-4	0	13	10	17	-0.3	-1	-17	-7	3	CCOC(=O)C1CCN(C(=O)c2ccc(C)o2)CC1
-9	-1	2	-67	39	-2.0	-3	-39	0	-9	COc1ccc(NC(=O)c2ccc3ccccc3n2)cc1S(=O)(=O)Nc1ccccc1Cl
8	-4	1	-36	15	1.0	11	17	-1	-8	CC(C)C(CCN1C(=O)CCC1=O)C1CCOC(C)(C)C1 (stereo unspecified)
-8	1	-4	-7	0	-2.5	5	0	6	6	O=C(N/N=C/c1ccc(O)cc1)c1cc(C2CC2)[nH]n1
-21	3	-3	30	-9	-2.0	-4	9	1	-4	CC/C(=N\NC(=O)c1c(C)nc2ccccn12)c1ccc(Cl)cc1
-15	nt	nt	-8	-3	-0.2	13	3	5	-2	CCOc1ccccc1C(=O)Oc1cc(C)[nH]c(=O)c1[N+](=O)[O-]
-23	0	2	1	38	-1.3	-4	-38	30	-15	CCOc1ccc(-c2nc(-c3ccncc3)no2)cc1OCC
-8	0	-3	nt	13	-1.1	-5	-13	nt	-5	COC(=O)c1c(C)nn(-c2ccccc2)c1-n1cccc1
